# Assay outcomes as filed in PubChem BioAssay.
# Lipid droplet: inhibitors of hepatocyte lipid droplet formation, primary screen, imaging, high-throughput imaging, BODIPY stain; AML12 mouse hepatocytes, oleate lipid droplets; inhibition, % at 6.5 µM; actives 0.4% (n = 240,000);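 active = lipid droplet intensity inhibited by at least 50%, with more than 500 cells counted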
#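 Test system: AML12 mouse liver cells; schedule: overnight exposure; technique: high-content imaging of BODIPY-stained droplets and DAPI nuclei; read-out: % inhibition of corrected integrated BODIPY droplet signal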
# PMI inhibition: human PMI inhibitors, high substrate, primary screen, biochemical, fluorescence intensity, high mannose 6-phosphate (AID 1220); Mannose-6-phosphate isomerase (Homo sapiens); recombinant PMI enzyme, coupled fluorescence intensity; higher % means a stronger effect; inhibition, % at 20 µM, or IC50 in µM where a hit was titrated; actives 0.66% (n = 190,000)
# Myeloid diff 2: induction of myeloid progenitor differentiation, primary screen, cell-based, flow cytometry, MLPCN library; ER-HoxA9 myeloid progenitors, lysozyme-GFP differentiation; calls only at 10 µM; actives 1% (n = 360,000);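 active = normalized GFP-positive differentiation at or above the plate's own cutoff, the solvent-only control mean plus 3 SD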;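 note: cells exposed to compound for four days before flow analysis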
# TNAP activation fold: human TNAP enzyme activators, primary screen, biochemical, luminescent, no phosphate acceptor, uHTS (AID 1001) | Alkaline phosphatase, tissue-nonspecific isozyme (Homo sapiens) | purified TNAP, luminescent activation assay, no phosphate acceptor; higher activation fold means a stronger effect | activation fold at 20 µM, or EC50 in µM where a hit was titrated | actives 0.03% (n = 200,000); in the data active = activation fold from about 3, or a potency from the dose series; inactive = the rest, 99 in 100 with activation fold below about 1.6; note: many of its hits are not listed in these tables
# P. falciparum M1AAP: P. falciparum M1AAP inhibitors, biochemical, fluorogenic H-Leu-NHMec substrate, 1536-well (AID 1445); Aminopeptidase N (Plasmodium falciparum (isolate 3D7)); recombinant M1AAP, H-Leu-NHMec fluorogenic kinetic assay; higher % means a stronger effect; inhibition, % at 30 µM, or IC50 in µM where a hit was titrated; actives 0.42% (n = 220,000);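 active = primary inhibition above the hit cutoff, then over 50% inhibition at one or more dose response concentrations, cut at about 23% in these data, passing the limit was not always enough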;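 note: plate controls were DMSO full reaction for no effect and no enzyme background for full effect; strong numbers were not always called active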
# K1F lysis inhibition: inhibition of K1F phage lysis, E. coli UTI89, bacterial capsule biogenesis inhibitors, alamar blue (AID 488966). E. coli UTI89 K1F phage lysis, alamar blue, 2 h; higher % means a stronger effect. inhibition, % at 100 µM, or IC50 in µM where a hit was titrated. actives 0.02% (n = 340,000);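 active = phage lysis inhibition, versus mean bacterial control, above a set limit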;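 note: capsule biogenesis inhibitors block K1F phage lysis so surviving cells raise fluorescence; higher fluorescence means more inhibition of phage lysis; actives were called in the ten point dose series up to 300 µM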
# WT yeast gro inh: growth inhibition of WT strain, primary screen, mitochondrial fusion inhibitor project, WT and mutant strains, chemical genetic; actives 2.1% (n = 190,000); inhibition, % at 10 µM; mitochondrial fusion phenotypic screen; AID 1362, 2008; in the data active = inhibition above about 58%; tested in S. cerevisiae
# PMI inhibitors: inhibitors of human PMI, primary screen, biochemical, fluorescence intensity, coupled assay (AID 1209). Mannose-6-phosphate isomerase (Homo sapiens). purified PMI enzyme, coupled fluorescence intensity; higher % means a stronger effect. one-dose inhibition, % at 20 µM; IC50 in µM for titrated hits. actives 0.42% (n = 190,000);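 note: plate controls were DMSO vehicle for no effect and wells lacking substrate for full effect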
# ER stress rescue: rescue of cells from ER stress-induced death, primary screen, 384-well, CSM14.1, thapsigargin, ATP luminescence (AID 1222). cellular ATP content (survival), % at 20 µM, or EC50 in µM where a hit was titrated. CSM14.1 thapsigargin-induced death rescue, ATP luminescence; higher % means a stronger effect. 190,000 tested, under 10 active;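 active = EC50 below 50 µM in the dose-response confirmation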;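 note: death triggered by thapsigargin at about 15 µM added after 2 h compound pretreatment; cell ATP read after overnight thapsigargin exposure of roughly 18 to 22 hours; normalized against plate controls of thapsigargin alone and 5% DMSO vehicle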
# WT yeast gro inh mutant strain: further read-out of WT yeast gro inh, marked with its call; inhibition, %; mitochondrial fusion phenotypic screen, mutant strain inhibition
# Lipid droplet cells 6.5 µM: also measured in Lipid droplet; calls as there; cell count; measured here: cell count, cytotoxicity flag;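 cells counted across two imaged fields per well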
# Myeloid diff 2 GFP+ MAC1+ %: recorded beside Myeloid diff 2, whose call it bears; GFP+ MAC1+ double positive, %; measured here: differentiation confirmed by MAC1 staining
# An asterisk follows results filed as active; i = inactive; . = no result given; [ ] = dose if it differs, or a comment. Cut-off read from the data, not from the text of the source, unless noted: active = inhibition above about 50%; inactive = the rest.
# Second line of a record: K1F lysis inhibition, Lipid droplet cells 6.5 µM, PMI inhibitors, Lipid droplet, WT yeast gro inh mutant strain, ER stress rescue, TNAP activation fold, WT yeast gro inh, PMI inhibition, Myeloid diff 2 GFP+ MAC1+ %, Myeloid diff 2, P. falciparum M1AAP
CC(NC(=O)CSc1nnc(-c2cc3cc(Cl)ccc3o2)n1C)c1ccccc1 (stereo unspecified)
    3.7%, 687, 6%, -16, -11, 3.7%, 1.1, 1, -5%, 0.5, i, 3%
CC(C)=NNc1nc2sc3c(c2c(=O)[nH]1)CC(C)(C)OC3
    0.0%, 613, 14%, 1, -17, 1.7%, 1.2, -15, 39%, 0.2, i, 10%
Cc1nn(-c2ccccc2)c(Cl)c1C(=O)OC(C)C(=O)NC(=O)NC1CCCCC1 (stereo unspecified)
    1.0%, ., 14%, ., 45*, -1.5%, 1, 69*, 11%, 2.2, i, 2%
COC(Cc1n[nH]c(=S)n1-c1ccccc1)OC
    -5.0%, ., -7%, ., 7, -1.6%, 1, 3, -1%, 1.6, i, 6%
Cc1cc(C)nc(N/N=C/c2ccc(N3CCOCC3)cc2)n1
    0.7%, 637, 4%, 1, 5, -1.3%, 1.1, 5, 5%, 0.6, i, -8%
c1ccc(-c2oc3ncnc(NCCCn4ccnc4)c3c2-c2ccccc2)cc1
    -0.4%, ., 15%, ., 25*, -1.2%, 1.1, 73*, 10%, 0.3, i, 5%
O=C(C1CCN(S(=O)(=O)N2CCCCC2)CC1)N1CCCCC1
    1.1%, 743, -14%, 2, -18, -2.6%, 1.1, -2, -15%, 0.4, i, 5%
CCN(CC)P(=O)(/C(Cl)=C\Nc1c(C)n(C)n(-c2ccccc2)c1=O)N(CC)CC
    -0.1%, ., -8%, ., 0, 3.0%, 1, -3, -15%, 0.4, i, -2%
C/C(CC(=O)c1ccccc1)=N\NC(=O)CC#N
    0.5%, 675, -7%, 0, 3, -0.9%, 1.1, -11, -4%, 0.0, i, 8%
O=S(=O)(Nc1nccs1)c1ccc(Br)cc1
    -3.4%, 698, -5%, 2, 5, -0.5%, 1.1, -17, -9%, 0.1, i, 6%
Oc1ccccc1CNCc1ccccc1
    1.1%, 670, 1%, 3, 0, -0.5%, 1.1, 19, 5%, 0.1, i, 3%
Cc1cc(C)c2c(=O)[nH]c(SCC(=O)N3CCOCC3)nc2n1
    -0.4%, 750, 10%, 3, -1, -0.4%, 1.1, -4, 10%, 0.2, i, .
COc1ccc(CCNC(=O)C2CC(c3ccccc3[N+](=O)[O-])=NO2)cc1 (stereo unspecified)
    0.6%, ., 2%, ., 1, -1.2%, 1.1, 16, 0%, 1.2, i, 0%
CCc1ccccc1S(=O)(=O)Cc1ccc(C(=O)NCc2ccc3c(c2)OCO3)o1
    5.5%, ., -1%, ., -3, 0.8%, 0.9, 8, -2%, 1.1, i, -6%
O=C1CCCC(=O)N1c1ccc(NCCOCCO)c([N+](=O)[O-])c1
    -0.1%, 680, 6%, 1, 7, -0.8%, 0.9, 2, 9%, 0.1, i, 0%
CN(C)c1ccc(/C=N/NC(=O)CCC(=O)NCc2ccccc2)cc1
    -2.0%, 664, -8%, -9, -20, 0.8%, 1, -5, -3%, 0.2, i, 14%
O=C(CN(Cc1ccc(F)cc1)C(=O)Cn1nnc2ccccc21)NCC1CCCO1 (stereo unspecified)
    0.0%, 693, -9%, 17, -1, 0.1%, 1.1, 7, -13%, 3.3, i, 22%
CN(C)C=Nc1nonc1-c1ccc(Cl)cc1
    -0.9%, 711, ., 1, ., ., ., ., ., 0.4, i, 1%
Cc1nc2sc(C(=O)OC(C)C)c(N)c2c(C)c1C
    0.7%, 678, -50%, -10, 5, -1.6%, 1.1, 0, -25%, 0.0, i, 2%
Cc1cc(C(=O)N2CCCCCC2)cs1
    5.0%, 671, 7%, -5, -2, -1.8%, 1.1, 3, 13%, 0.7, i, 4%
Cc1ccc(S(=O)(=O)N2CCOC2CNC(=O)C(=O)NCc2ccco2)cc1 (stereo unspecified)
    -1.3%, 708, -4%, 3, 2, -2.9%, 1, -9, -5%, 1.0, i, 1%
Cc1ccc(C2=N/C(=C\N(C)C)C(=O)O2)cc1
    0.8%, 747, -1%, 14, 22, -3.9%, 1.1, 9, -1%, 7.1, i, 14%
CC1CC(C)CN(C(=O)C(C)N(C)CC(=O)Nc2ccc(Cl)cc2)C1 (stereo unspecified)
    -0.3%, 708, -11%, 3, 23, -4.8%, 1.2, 4, -6%, 1.1, i, -2%
Fc1ccccc1OCCSc1nnnn1-c1ccccc1
    11%, 671, 22%, 14, 74, ., 1.1, 29, 16%, 0.7, i, -3%
O=C(CCC1N=C2c3ccccc3N=C(SCc3ccccc3Cl)N2C1=O)NCc1ccco1 (stereo unspecified)
    0.2%, ., 14%, ., 9, -0.8%, 1.1, 9, 15%, 1.0, i, 11%
CCOC(=O)N1CCC(N2C(=O)c3ccccc3C2Nc2ccccc2)CC1 (stereo unspecified)
    -2.6%, ., 5%, ., 17, 2.9%, 1.1, 18, 0%, 1.1, i, -3%
CCC(=O)Nc1nonc1-c1nc2ccccc2n1Cc1ccccc1
    0.6%, 802, 7%, -15, -9, -3.1%, 1, -1, 0%, 0.3, i, 8%
COc1ccccc1-c1cn(S(=O)(=O)c2ccc(C)cc2)nc1N
    0.0%, 683, 11%, 4, -34, -2.1%, 1.1, 8, 11%, 1.6, i, -6%
CN(C)c1cccc2c1c(NC(=O)Nc1ccc(Cl)cc1Cl)nn2C
    0.9%, 704, ., -8, ., ., ., ., ., 0.3, i, 4%
O=C(CSc1ncnc2scc(-c3ccc(Cl)cc3)c12)NCc1ccc2c(c1)OCO2
    -0.4%, 705, 6%, -43, 19, 0.4%, 1.1, 23, 46%, 2.6, i, -1%
CC(=O)Nc1cccc(NC(=O)CSc2ncc(-c3ccc(Cl)cc3)n2Cc2ccco2)c1
    0.5%, 719, 18%, -14, -4, -1.7%, 1.1, 35, 10%, 1.1, i, 5%
O=c1/c(=C\c2ccc3c(c2)OCO3)sc2n1CCCN=2
    -0.1%, ., -3%, ., -10, -0.9%, 1.2, 7, -2%, 0.4, i, 30%
COc1ccc(-c2nnc(SCC(=O)Nc3sc4c(c3C#N)CCC4)n2CC2CCCO2)cc1 (stereo unspecified)
    -0.2%, 706, 12%, -134, 0, 0.2%, 1, -3, 6%, 0.3, i, 16%
CCCCNC(=O)N1CCOCCOCCN(C(=O)NCCCC)CCOCC1
    0.1%, 757, 4%, 2, 17, 4.7%, 1.1, 12, -9%, 0.2, i, 14%
Cn1cccc1C(=O)OCC(=O)c1cc2ccccc2o1
    0.4%, ., -7%, ., ., -2.0%, 1.1, ., -7%, 1.7, i, .
Cc1cc(C)cc(-n2c(C)cc(C(=S)N3CCOCC3)c2C)c1
    0.6%[50 µM], 607, 23%, 0, 3, 3.2%, 1.1, 5, 10%, 0.6, i, -1%
O=C(CC1Oc2ccccc2NC1=O)NCCc1ccccc1 (stereo unspecified)
    1.0%, ., -6%, ., 5, -0.7%, 1.2, 13, -14%, 1.3, i, 0%
CS(=O)(=O)c1ccc(S(=O)CC(=O)Oc2ccc(Cl)cc2)c([N+](=O)[O-])c1 (stereo unspecified)
    ., 687, -2%, 10, -9, -0.7%, 1.1, -6, 17%, ., ., 5%
O=C(O/N=C\c1ccc(N2CCCCC2)c([N+](=O)[O-])c1)c1cccc(C(F)(F)F)c1
    0.3%, 663, 16%, -4, 14, -1.7%, 1.1, -12, 13%, 1.1, i, -1%
CCOc1ccc2nc(NCCCNC(=O)c3cc(OC)c(OC)c(OC)c3)c(C#N)cc2c1
    -0.2%, 664, ., -7, ., ., ., ., ., 0.4, i, 6%
COc1ccc(N(C(=O)c2cccc([N+](=O)[O-])c2)S(=O)(=O)c2ccc3c(c2)n(C)c(=O)n3C)cc1
    -1.3%, ., 18%, ., 3, -0.9%, 1.1, 0, 12%, 0.5, i, 1%
Cc1cccc(-c2c(O)cc(=O)[nH]c2Cl)c1
    0.2%, 699, -3%, 6, -2, 0.8%, 1.1, 4, 5%, 0.4, i, 4%
CN(C)S(=O)(=O)c1cccc(C(=O)N2CCc3ccccc32)c1
    0.7%, 727, 13%, 1, -19, 1.5%, 0.9, 10, 10%, 1.5, i, 1%
Cc1cc(NC(=O)COC(=O)[C@H](Cc2c[nH]c3ccccc23)NC(=O)c2ccc(F)cc2)no1
    -0.2%, ., 9%, ., 16, -1.8%, 1.1, 7, 4%, 1.4, i, 3%
COc1ccc(N2CCN(C(=O)c3ccc(N(C)S(=O)(=O)c4ccc(C)cc4)cc3)CC2)cc1
    0.7%, 734, -1%, -7, 14, 3.5%, 1.1, 29, 22%, 0.5, i, 2%
Cc1noc(C)c1CSc1ccccc1C(=O)N1CCN(c2ccccc2)CC1
    -1.5%, 742, 8%, -70, -10, 2.0%, 1.1, 0, 7%, 3.6, i, 5%
CONC(=O)Nc1ccccc1[N+](=O)[O-]
    -3.0%, 675, 2%, -4, -7, -2.4%, 1, -13, -2%, 0.8, i, -7%
CCOC(=O)C1CCCN(C(=O)c2cn(CC)c3ccc(S(=O)(=O)N4CCCC4)cc3c2=O)C1 (stereo unspecified)
    9.5%, ., 3%, ., -7, -1.1%, 1.1, -16, 2%, 2.1, i, 8%
CCOC(=O)C1=NN(c2ccc(Cl)cc2)/C(=C/C2=NCCc3cc(OC)c(OC)cc32)S1
    6.8%, 720, ., -3, ., ., ., ., ., 0.5, i, -1%
Cc1ccc(/C(=N/Nc2nc3ccccc3s2)C2=C(O)c3ccccc3C2=O)cc1
    -0.3%, 634, 7%, 19, 5, -1.1%, 1.1, 24, 9%, 0.0, i, -4%
COC(=O)c1c(C)oc2ccc(N(C(=O)Oc3ccccc3)S(=O)(=O)c3ccccc3)cc12
    2.5%[50 µM], 620, 21%, -22, 0, 3.2%, 1, 1, 19%, 0.7, i, 6%
NS(=O)(=O)c1ccc(CNC(=O)c2cc(-c3cccs3)nc3ccccc23)cc1
    0.0%, 729, ., -21, ., ., ., ., ., 0.6, i, 13%
CN(CCCNC(=O)c1cn(C)c2ccc(S(=O)(=O)N(C)C)cc2c1=O)c1ccccc1
    2.5%, 657, -22%, 2, 1, ., 1.1, 3, -46%, 1.0, i, 9%
COC(=O)/C=C1/N/C(=N\c2nc(C)cc(C)n2)N(c2ccc(Cl)cc2)C1=O
    2.5%, 623, 2%, -2, 9, 2.3%, 1.2, 1, -2%, 0.5, i, 10%

# This is a random part of the collection; any-hit rate near 4.6%.
